NPSR antagonist: neuropeptide S receptor (human) antagonism, cAMP; CHO-NPSR cells, cAMP TR-FRET, antagonist mode; Potency, µM (titrated, usually from 38.3 µM), for inactives: at the top dose activity change, negative = inhibition, hits mostly inhibitors; 220,000 tested, 1% active; further: on the % scale 0 is the no-effect control and ±100 the full control effect; nearly all actives have a fitted effect of over 50% in size; many of its hits are not listed in these tables
Target sequence (Q6W5P4 whole entry, looked up): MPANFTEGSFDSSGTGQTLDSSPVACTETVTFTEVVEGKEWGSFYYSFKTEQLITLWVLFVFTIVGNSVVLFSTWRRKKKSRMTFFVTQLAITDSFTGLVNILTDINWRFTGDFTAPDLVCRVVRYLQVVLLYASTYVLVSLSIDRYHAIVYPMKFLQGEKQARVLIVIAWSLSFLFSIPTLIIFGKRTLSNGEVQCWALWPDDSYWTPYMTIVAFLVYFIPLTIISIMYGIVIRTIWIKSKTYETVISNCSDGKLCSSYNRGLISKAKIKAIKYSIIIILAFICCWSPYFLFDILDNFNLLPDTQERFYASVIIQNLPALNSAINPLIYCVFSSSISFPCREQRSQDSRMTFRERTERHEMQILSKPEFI
Epigenetic derep: regulators of epigenetic silencing causing reporter derepression in mouse cells; AID 1865; murine LDR cells, GFP reporter derepression, 30 h; Potency, µM (doses to about 53.9 µM), for inactives: top-dose GFP activation, hits mostly activators; 280,000 tested, 0.2% active; further: % of control where 0% means no effect; nearly all actives have a fitted effect of over 60% in size
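Murine LDR cells carrying a silenced, genomically integrated CMV-driven GFP reporter were exposed to compound for 30 hours at 37 C. After PBS washes, GFP-positive cells (20–120 um objects) were counted by laser-scanning microplate cytometry.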
RECQ1 helicase: blocks DNA unwinding by human RECQ1 | P46063 | RECQ1 DNA unwinding, red fluorescence kinetic read | Potency, µM (series often up to 57.3 µM), for inactives: top-dose activity, negative = inhibition, actives largely listed as inhibitors | 240,000 tested, 0.54% active | AID 2549;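 further: plate controls were vehicle for no effect and no enzyme for full effect; nearly all actives have a fitted effect of over 30% in size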
Target sequence (P46063 whole entry, looked up): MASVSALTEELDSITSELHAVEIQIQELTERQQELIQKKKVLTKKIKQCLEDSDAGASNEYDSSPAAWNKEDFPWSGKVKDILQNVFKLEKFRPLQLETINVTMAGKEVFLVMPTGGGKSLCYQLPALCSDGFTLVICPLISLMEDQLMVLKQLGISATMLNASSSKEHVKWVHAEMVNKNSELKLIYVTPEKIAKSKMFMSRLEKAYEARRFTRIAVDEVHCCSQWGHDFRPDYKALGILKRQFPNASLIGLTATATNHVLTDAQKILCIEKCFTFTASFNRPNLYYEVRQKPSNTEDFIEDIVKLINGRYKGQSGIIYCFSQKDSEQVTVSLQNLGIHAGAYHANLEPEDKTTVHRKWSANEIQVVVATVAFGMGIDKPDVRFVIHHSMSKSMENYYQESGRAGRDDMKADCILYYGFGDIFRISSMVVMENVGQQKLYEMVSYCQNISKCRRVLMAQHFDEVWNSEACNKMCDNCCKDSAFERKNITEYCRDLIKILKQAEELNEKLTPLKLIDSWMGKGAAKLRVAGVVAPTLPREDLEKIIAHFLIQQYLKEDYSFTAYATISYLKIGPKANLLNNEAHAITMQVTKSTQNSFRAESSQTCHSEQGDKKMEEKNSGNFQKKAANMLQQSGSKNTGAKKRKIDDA
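50 nM RECQ1T1 preincubated 15 min with compound in Tris pH 8.0 buffer with MgCl2, DTT, Tween-20 and 2.5 ug/ml poly(dI-dC); started with 200 nM TAMRA/BHQ-2 forked duplex and 2 mM ATP. Unwinding read as fluorescence (525/598 nm), two reads 2 h apart.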
GoLoco inh red: blocks human Gai1 binding to RGS12 GoLoco peptide, red readout; P63096; Potency, µM (series often up to 61.6 µM), for inactives: at the top dose activity, negative = inhibition, actives largely listed as inhibitors; Gai1:RGS12 GoLoco peptide FP, rhodamine, 10 min; 230,000 tested, 0.44% active; active means well fitted inhibition curve with a large enough effect, not every such curve was filed as active; inactive means no such curve, though single readings can be large or run the other way; further: on the % scale 0 is the no-effect control and ±100 the full control effect; nearly all actives have a fitted effect of over 30% in size; many of its hits are not listed in these tables
SMN2 splice up: increases expression of the SMN2 splice variant | AID 1458 | Potency, µM (titrated, usually from 46.1 µM), inactives show at the top dose activity change, positive = activation, usual class: activators | HEK293 SMN2-luciferase splicing reporter, luminescence, 30-36 h | 210,000 tested, 2.8% active; further: % of control where 0% means no effect; nearly all actives have a fitted effect of over 55% in size
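HEK293 cells carry an SMN2 minigene-luciferase reporter in which exon 7 inclusion puts luciferase in frame. Cells were seeded at 2000 cells/well, attached for 10-12 hours, then exposed to compounds for 30-36 hours at 37C before ONE-Glo luminescence.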
KinaseGlo FLuc: counter-screen: inhibitors of Kinase-Glo firefly luciferase | Kinase-Glo luciferase, ATP luminescence, 8 min | Potency, µM (doses to about 38.3 µM), for inactives: at the top dose activity change, negative = inhibition, most hits filed as inhibitors | 200,000 tested, 0.28% active | AID 1379; further: on the % scale 0 is the no-effect control and ±100 the full control effect; nearly all actives have a fitted effect of over 60% in size
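Kinase-Glo luciferase light output from ATP and luciferin was measured with 10 uM ATP, within the enzyme's linear range. Buffer: 50 mM imidazole pH 7.2, 50 mM KCl, 7 mM MgCl2, 0.01% Tween 20, 0.05% BSA; luminescence read after 8 min at ambient temperature.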
IMPase Li cell: IMPase inhibition in cells with lithium potentiation. Potency, µM (highest dose often 59.4 µM), inactives show at the top dose activity, negative = IMPase inhibition, usual class: inhibitors. 210,000 tested, 0.35% active. CHO-M1 cells, IP1 TR-FRET (IP-One), carbachol + lithium;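 further: IP1 builds up when IMPase is blocked and the TR-FRET signal falls; plate controls were basal vehicle for no effect and high inhibitor control for full effect; nearly all actives have a fitted effect of over 50% in size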
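Concentration–response in CHO-M1 cells, lithium-potentiated; 30 min at 37C. IP1 detected by competitive TR-FRET after 10 min lysis at RT. Hill-fitted AC50.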
KDM4E inh: inhibitors of human JMJD2E histone demethylase. JMJD2E catalytic domain, FDH-coupled NADH fluorescence (FDH is formaldehyde dehydrogenase). Potency, µM (top dose mostly 57.1 µM), for the others: at the highest dose activity change, negative = inhibition, usual class: inhibitors. 230,000 tested, 1.6% active. AID 2147; active means well fitted inhibition curve with a large enough effect, not every such curve was filed as active; inconclusive means small, poorly fitted or top-dose-only effect, or another doubt; inactive means no such curve, though single readings can be large or run the other way;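 further: 0% = wells with enzyme and -100% = buffer wells without enzyme; nearly all actives have a fitted effect of over 50% in size; many of its hits are not listed in these tables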
* marks the source's active call; other numbers are inactive results; i = inactive; ? = inconclusive; . = no result given; [ ] = another dose, or the depositor's remark. Unless noted, the call rests on the fitted dose curve; in most records, active means well fitted curve in the direction sought with a large enough effect; inconclusive means small, poorly fitted or top-dose-only effect, or another doubt; inactive means no such curve, though single readings can be large; an effect the other way counts as inactive or inconclusive. Potency means the concentration at half of the fitted maximal effect.

SMILES	NPSR antagonist	Epigenetic derep	RECQ1 helicase	GoLoco inh red	SMN2 splice up	KinaseGlo FLuc	IMPase Li cell	KDM4E inh
O=C(O)c1cccc(-n2c(-c3cnccn3)n[nH]c2=S)c1	11%	0.9%	i	11%	15%	-4%	4%	-1%
COc1ccccc1C(=O)Nc1ccon1	-1%[46.1 µM]	-1.1%	-9%	2%	-19%	-3%	17%[38.3 µM]	4%
COc1ccc(N2CCN(C(=O)CCn3nnc4ccccc43)CC2)cc1	-7%[46.1 µM]	-1.2%	-5%	5%	-12%	1%	5%[38.3 µM]	2%
CCCN1C(=O)C(O)(CC(=O)c2cccc(OC)c2)c2ccccc21 (stereo unspecified)	-26%[46.1 µM]	3.4%	9%	-2%	?	-4%	51%[activator][38.3 µM]	6%
O=C(Nc1ncc2c(n1)-c1ccccc1CC2)c1cccs1	-26%	-0.4%	-4%	11%	-5%	0%	6%	-23%
O=C(CC(c1ccccc1)c1cc(Cl)ccc1O)N1CCOCC1 (stereo unspecified)	-1%[46.1 µM]	0.9%	i	-1%	-12%	-1%	32%[activator][38.3 µM]	7%
COc1cc(N=C2C(=O)N3c4c(cccc42)C(C)=CC3(C)C)cc(OC)c1	-15%	-0.9%	-8%	0%	-11%	1%	7%	-20%
Cc1ccc(C(=O)Nc2nc3ccccc3c(=O)s2)cc1	?	15%	4%	9%	?	-3%	0%[38.3 µM]	-12%
CCOC(=O)c1ccc(CNCc2ccccc2)cc1	7%	0.0%	1%	2%	?	0%	21%	1%
COc1cc(OC)cc(-c2nnc(SCc3c(F)cccc3Cl)o2)c1	-19%[46.1 µM]	10%	-6%	8%	21%	0%	19%[38.3 µM]	-17%
CN(CCOC(=O)c1ccc2c(c1)OCO2)C(C)(C)C	10%	-2.2%	-10%	9%	-1%	0%	8%	-7%
Cc1cccc(N2C(=O)/C(=C/c3cccnc3)SC2=S)c1	-15%	1.1%	-3%	2%	.	.	.	2%
Cc1ccc(/C=C/C(=O)O)cc1S(=O)(=O)NCC1CCCO1 (stereo unspecified)	9%	-7.7%	i	11%	0%	2%	-4%	-4%
N#Cc1ccccc1COc1ccc(/C=C/C(=O)O)cc1	-7%	0.0%	i	3%	-18%	0%	4%	-5%
CCOC(=O)C1CCCN(C(=O)CSCc2ccccc2)C1 (stereo unspecified)	-15%[46.1 µM]	-1.1%	-6%	8%	4%	-1%	-8%[38.3 µM]	4%
CS(=O)(=O)N(CC(=O)NCC1CCCO1)c1ccc(F)c(Cl)c1 (stereo unspecified)	2%[46.1 µM]	-7.5%	-1%	8%	-5%	-2%	2%[38.3 µM]	-11%
O=C(CSc1nnc(-c2cccs2)n1-c1ccccc1)N1CCCC1	-11%[46.1 µM]	-2.2%	-15%	5%	-16%	-7%	-4%[38.3 µM]	9%
CC(C)C(=O)Nc1ccc(N2CCN(C(=O)c3cccs3)CC2)cc1	-5%[46.1 µM]	0.9%	-14%	-16%	-7%	6%	-5%[38.3 µM]	-2%
COc1ccc(C2CC(C(F)(F)F)n3nc(C(=O)NCc4cn(C)nc4C)c(Cl)c3N2)cc1 (stereo unspecified)	-13%[46.1 µM]	0.0%	-1%	5%	-23%	1%	22%[38.3 µM]	10%
C/C(=C\C[Si](C)(C)C)CCC=O	.	-2.7%	-5%	8%	-9%	1%	11%	6%
CCNC(=O)COC(=O)c1sccc1C	19%	2.9%	-10%	-4%	1%	-1%	-4%	7%
CCOC(=O)C1=C(C)NC(=O)NC1c1ccc(OCC(N)=O)cc1 (stereo unspecified)	-6%[46.1 µM]	-0.8%	-4%	0%	5%	2%	1%	4%
CCc1ccc(N(C(=O)CCC(=O)Nc2cc(C)on2)C(C(=O)NC2CCCC2)c2ccco2)cc1 (stereo unspecified)	-18%[46.1 µM]	-2.0%	-6%	4%	7%	1%	8%	1%
O=C(Cn1c(=O)n(-c2ccc(F)cc2)c(=O)c2sccc21)NC1CCCCC1	-14%	1.1%	0%	3%	-16%	-2%	-21%	1%

Sorted by number of heavy atoms (smallest number first): part of the list above.
SMILES	NPSR antagonist	Epigenetic derep	RECQ1 helicase	GoLoco inh red	SMN2 splice up	KinaseGlo FLuc	IMPase Li cell	KDM4E inh
C/C(=C\C[Si](C)(C)C)CCC=O	.	-2.7%	-5%	8%	-9%	1%	11%	6%
CS(=O)(=O)N(CC(=O)NCC1CCCO1)c1ccc(F)c(Cl)c1 (stereo unspecified)	2%[46.1 µM]	-7.5%	-1%	8%	-5%	-2%	2%[38.3 µM]	-11%
CCOC(=O)C1=C(C)NC(=O)NC1c1ccc(OCC(N)=O)cc1 (stereo unspecified)	-6%[46.1 µM]	-0.8%	-4%	0%	5%	2%	1%	4%
CC(C)C(=O)Nc1ccc(N2CCN(C(=O)c3cccs3)CC2)cc1	-5%[46.1 µM]	0.9%	-14%	-16%	-7%	6%	-5%[38.3 µM]	-2%

Later entries.
SMILES	NPSR antagonist	Epigenetic derep	RECQ1 helicase	GoLoco inh red	SMN2 splice up	KinaseGlo FLuc	IMPase Li cell	KDM4E inh
Cc1cccc(-n2nnnc2SC(C)C(=O)NCCC2=CCCCC2)c1 (stereo unspecified)	?	1.0%	-5%	-22%	1%	2%	15%[38.3 µM]	?
COc1ccccc1NS(=O)(=O)c1ccc(NC(=O)c2ccncc2)cc1	6%	-0.2%	-3%	5%	-43%[inhibitor]	-2%	6%	-11%
O=C(NCCCO)/C(=C\c1ccco1)NC(=O)c1ccc(Br)o1	3%	-2.2%	5%	5%	20%	-3%	-7%	-21%
Cc1ccccc1-c1cncnc1N(C)Cc1ccco1	.	5.3%	-15%	-17%	3%	0%	2%	?
Cc1ccc(O)c(C(=O)c2cnc3c(c2)c(=O)n(C)c(=O)n3C)c1	-9%	1.8%	i	-3%	-9%	-1%	6%	3%
CCN1CCN(C(=O)C2CCC(CNS(=O)(=O)c3ccccc3)CC2)CC1 (stereo unspecified)	5%[46.1 µM]	-1.0%	2%	5%	5%	-4%	28%[38.3 µM]	2%
Fc1cccc(NC(=S)NCc2cccnc2)c1	3%[46.1 µM]	0.0%	-1%	.	.	.	.	-29%
Cc1cccc(/C=N/n2c(-c3ccco3)n[nH]c2=S)c1	-39%	0.0%	3%	-4%	.	.	.	-1%
COc1cccc(C=Nc2cccc3c(=O)[nH][nH]c(=O)c23)c1O	7%	-0.5%	2%	13%	9%	?	-1%	-18%
O=C(c1nc2ccccn2c1CNCCCn1ncc2ccccc21)N1CCCC1	-17%	-5.2%	-10%	-1%	.	1%	12%	-1%
O=C1N=C(N2CCOCC2)S/C1=C1\C(=O)N(Cc2ccccc2)c2ccccc21	-6%[46.1 µM]	0.2%	i	3%	27%	-21%	16%[38.3 µM]	13%
N#Cc1cc([N+](=O)[O-])ccc1NC(=O)COC(=O)CCC1CCCCC1	-12%	-1.7%	i	5%	.	2%	13%	13%
NC(=O)COC(=O)c1cc(-c2ccco2)nc2ccccc12	7%	6.6%	?	-9%	.	.	.	?
COc1ccccc1NC(=O)CCc1c(C)nc2c(-c3ccc(F)cc3)c(C)nn2c1C	-57%	4.1%	4%	8%	.	.	.	?
CCC1CCCCN1C(=O)CSc1nnc(-c2ccc3c(c2)OCCO3)o1 (stereo unspecified)	-4%[46.1 µM]	-0.8%	0%	1%	0%	4%	8%[38.3 µM]	9%
Cc1ccccc1C(=O)NC1CCN(Cc2ccccc2)CC1	-1%	-3.5%	-1%	8%	.	0%	3%	-18%
COc1ccc(-c2[nH]ncc2CN2CCN(C(=O)c3ccco3)CC2)cc1F	11%	-0.5%	-2%	-2%	.	.	.	10%
COc1ccc(C)cc1S(=O)(=O)N1CCN(S(=O)(=O)c2cc(C)ccc2OC)CC1	-3%[46.1 µM]	0.1%	13%	-11%	-1%	23%	43%[activator][38.3 µM]	1%
CCOP(=O)(CC(C(C)=O)C(O)c1ccccc1)OCC (stereo unspecified)	21%	1.1%[10.1 µM]	i[11.5 µM]	-3%	3%	-10%	2%	-5%
O=C(c1cccc(S(=O)(=O)N2CCOCC2)c1)N(Cc1ccc(F)cc1)Cc1ccco1	-18%	1.1%	i	2%	-12%	-3%	11%	6%
COC(=O)c1ccc(CSc2nnc(NC(C)C)s2)o1	4%	-3.5%	8%	7%	6%	0%	-2%	4%
CCOCCCNC(=O)C(c1ccc(C)cc1)N1CCOCC1 (stereo unspecified)	-1%[46.1 µM]	0.8%	-11%	5%	12%	0%	-16%[38.3 µM]	-6%
COc1cccc(NC(=O)Nc2ccccc2C(N)=O)c1	6%	-0.6%	-6%	3%	22%	-25%	13%	-26%
CCOC(=O)c1c(N)sc(C(=O)N2CCCC2)c1C	-5%[46.1 µM]	-7.0%	-12%	-9%	-4%	3%	-5%[38.3 µM]	1%
COC(=O)c1ccccc1NC(=O)c1cc(-c2ccc(C)cc2)on1	-1%[46.1 µM]	-1.0%	2%	-11%	?	-4%	22%[38.3 µM]	-2%
Cc1nn(C(C)C(=O)N2CCCCC2)c(=O)c2c1sc1ccccc12 (stereo unspecified)	-14%[46.1 µM]	2.3%	-20%	-3%	-10%	0%	-13%[38.3 µM]	8%
Cc1cc(C)c2c(=O)c(/C=C3\NC(=S)NC3=O)coc2c1	10%	0.1%	-4%	28%	.	.	.	-4%
S=c1[nH]nc(-c2ccco2)n1/N=C/C=C/c1ccco1	-24%	-0.9%	-8%	22%	8%	1%	6%	-13%
CCN(CC)S(=O)(=O)c1cc([N+](=O)[O-])ccc1NNC(=O)Nc1ccccc1	-27%[46.1 µM]	0.0%	-2%	-7%	-12%	0%	-14%[38.3 µM]	-11%
O=C1N(c2cccc(Cl)c2)C(c2ccc(Cl)cc2)N2CCCN12 (stereo unspecified)	-17%	0.0%	-2%	-11%	2%	4%	13%	-3%
CCN(C(=O)COC(=O)/C=C/c1c(C)nn(-c2ccccc2)c1C)C1CCS(=O)(=O)C1 (stereo unspecified)	-8%	-3.3%	i	6%	.	.	.	7%
CNC(=O)c1ccc(-c2ccc(OC)cc2)s1	-4%[46.1 µM]	-0.9%	-12%	1%	18µM*	-3%	-1%[38.3 µM]	?
O=C(Nc1ncc(Br)s1)C1CCCN1S(=O)(=O)c1cccc2cccnc12 (stereo unspecified)	1%	-1.0%	-3%	-2%	-22%	2%	4%	2%

These rows are one share of the data; count on the stated rates, not on these rows.
